Screening results deposited in PubChem by several laboratories.
Cathepsin G inh – blocks human cathepsin G enzyme activity. 0.2% of 62,000 active. AID 581. inhibition, % at 5 µM (by protocol). purified enzyme, AMC-tetrapeptide fluorescence, pooled mixtures;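 active = inhibition above 20% in each of the two mixture wells holding the compound; inactive = inhibition of 20% or less in either well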;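 note: 0% = enzyme control without mixture and 100% = blank lacking enzyme; strong numbers were not always called active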
Target sequence (P08311 21-244 limits assumed): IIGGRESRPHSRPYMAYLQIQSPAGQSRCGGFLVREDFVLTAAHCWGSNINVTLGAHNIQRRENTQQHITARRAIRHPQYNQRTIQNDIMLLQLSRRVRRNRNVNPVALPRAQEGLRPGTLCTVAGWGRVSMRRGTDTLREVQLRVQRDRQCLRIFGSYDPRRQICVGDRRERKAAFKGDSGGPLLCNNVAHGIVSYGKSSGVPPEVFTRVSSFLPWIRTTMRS
FXIIa inh mix – inhibitors of human coagulation factor XIIa, pooled mixtures; AID 684; inhibition, % at 5 µM; P00748; 0.2% of 62,000 active; purified FXIIa, fluorogenic substrate;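 note: 0% = enzyme without compound and 100% = no enzyme blank; some results filed as inactive read as strong as hits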
FXIa inh mix – factor XIa (human) inhibition, mixture screen; P03951; purified FXIa, fluorogenic substrate, pooled mixtures; inhibition, % at 5 µM; 0.19% of 62,000 active; AID 680;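 note: each value is inhibition by a whole ten-compound pool holding the compound; 0% = enzyme with no mixture and 100% = wells lacking enzyme; strong numbers were not always called active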
Cdc25B block – human M-phase inducer phosphatase 2 inhibition; 0.1% of 65,000 active; P30305; recombinant Cdc25B, OMFP fluorescence Ex485/Em525; inhibition, %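 (compounds tested at 10 µM final in the well)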; in the data active = inhibition above about 50%
MKP-1 inh – human dual specificity phosphatase 1 inhibition; P28562; recombinant MKP-1, OMFP hydrolysis fluorescence; inhibition, %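 (compounds tested at a single concentration somewhere between 10 and 100 µM)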; 0.15% of 65,000 active;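 active = inhibition above about 50%, limit read from the data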;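 note: 0% = DMSO max control wells and 100% = wells with enzyme stopped by NaOH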
Target sequence (P28562 whole entry, looked up): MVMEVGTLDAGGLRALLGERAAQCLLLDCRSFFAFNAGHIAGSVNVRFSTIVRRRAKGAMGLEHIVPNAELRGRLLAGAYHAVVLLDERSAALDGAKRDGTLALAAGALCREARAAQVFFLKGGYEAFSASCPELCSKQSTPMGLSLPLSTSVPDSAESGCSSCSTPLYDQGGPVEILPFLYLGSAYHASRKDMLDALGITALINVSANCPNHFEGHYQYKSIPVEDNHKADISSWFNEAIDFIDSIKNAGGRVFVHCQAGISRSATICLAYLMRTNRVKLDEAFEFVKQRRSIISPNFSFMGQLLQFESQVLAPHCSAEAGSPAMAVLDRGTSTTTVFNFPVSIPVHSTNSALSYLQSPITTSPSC
HTR1A agonist – agonists of human 5-HT1a serotonin receptor | 0.56% of 65,000 active | CHO 5-HT1a Ga15 NFAT-bla reporter, FRET ratio; 0% basal, 100% maximal reference agonist | AID 567 | activation, % at 10 µM | P08908;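 active = activation above the screen-wide mean activation plus 3 SD, cut at about 19% in these data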;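 note: 0% = DMSO wells and 100% = 5-CT at EC100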
Target sequence (P08908 whole entry, looked up): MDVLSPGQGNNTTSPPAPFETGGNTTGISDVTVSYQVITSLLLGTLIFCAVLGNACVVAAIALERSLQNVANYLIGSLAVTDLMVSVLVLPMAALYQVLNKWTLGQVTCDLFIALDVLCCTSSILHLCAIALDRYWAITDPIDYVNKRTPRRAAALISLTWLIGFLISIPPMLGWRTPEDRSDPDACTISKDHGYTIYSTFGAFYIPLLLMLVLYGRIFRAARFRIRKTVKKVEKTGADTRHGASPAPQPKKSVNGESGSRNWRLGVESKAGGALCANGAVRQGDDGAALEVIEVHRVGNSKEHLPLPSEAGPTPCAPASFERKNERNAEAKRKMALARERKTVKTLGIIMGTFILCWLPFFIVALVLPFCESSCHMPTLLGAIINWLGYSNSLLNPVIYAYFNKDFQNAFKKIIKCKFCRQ
CatL block – blocks human cathepsin L protease activity. purified cathepsin L, fluorogenic substrate, fluorescence. P07711. AID 460. inhibition, %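 (tested at 10 µM)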. 0.17% of 58,000 active; in the data active = inhibition above about 45%;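 note: 0% = enzyme with no compound and 100% = no enzyme blank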
Hsp90 block – displaces geldanamycin probe from tumor Hsp90 | P07900 | NCI-N417 lysate Hsp90, Cy3B-geldanamycin FP displacement | inhibition, % at 30 µM | 0.35% of 64,000 active;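 active = inhibition above 50%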;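 note: 0% = tracer plus lysate wells and 100% = tracer alone without lysate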
C1s inh – blocks human complement C1s protease activity; P09871; purified C1s, fluorogenic AMC substrate, pooled mixtures; mean inhibition % of two 10-compound mixtures (hits give high values), % at 5 µM (by protocol); 0.16% of 62,000 active; AID 538;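 active = inhibition above 20% in each of the two 10-compound mixture wells holding the compound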;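 note: 0% = enzyme wells lacking compound mixture and 100% = no-enzyme blank wells; some compounds called inactive have numbers as strong as hits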
The depositor's hits bear a star; . = no result given. Cut-off read from the data, not from the text of the source, unless noted: active = inhibition above about 20% (passing the limit was not always enough); inactive = the rest.

SMILES	Cathepsin G inh	FXIIa inh mix	FXIa inh mix	Cdc25B block	MKP-1 inh	HTR1A agonist	CatL block	Hsp90 block	C1s inh
COc1ccc(-c2cc(C(F)(F)F)nc(SCC(N)=O)n2)cc1	.	.	.	-4	10	-3.5	.	1	.
CCSc1ncc(C#N)c(=O)[nH]1	5	4	1	4	-5	-1.1	4	-4	-4
CC(OC(=O)c1nn(C)c(=O)c2ccccc12)C(=O)NCc1ccc2c(c1)OCO2 (configuration not stated)	6	0	5	-9	8	1.8	17	-4	15
CCN1CCN(c2ncc(C(=O)Nc3ccccc3C(=O)OC)c3ccccc23)CC1	10	5	1	-10	15	0.6	2	-1	8
CCC(OC(=O)c1nsc(Cl)c1Cl)C(=O)NCc1ccco1 (configuration not stated)	2	3	5	-7	-10	-2.0	0	0	2
Cc1ccc(C2=CSC3=NCCN23)c(C)c1	8	5	-2	2	-18	-4.3	0	0	2
O=C1CC(c2ccccc2)CC(O)=C1C=NCC1CCCO1 (configuration not stated)	-2	0	-11	0	6	0.1	6	-2	-55
O=C(O)c1cccc(S(=O)(=O)NCC2CCCO2)c1 (configuration not stated)	11	2	-3	-2	-9	-2.1	3	1	12
COc1ccc(CC(C)N2CCN(Cc3ccccc3)CC2)c(OC)c1 (configuration not stated)	-7	2	2	-3	-11	-0.7	1	-1	-1
O=C(Nc1ccccc1)C1CC=CCC1C(=O)OCC1CCCO1 (configuration not stated)	9	-6	5	-8	10	-3.0	0	-3	9
CCn1c(SCc2nnc(-c3ccccc3)o2)nc2c1c(=O)n(C)c(=O)n2C	3	13	1	-5	-41	-3.1	14	-1	-37
O=C(CSc1nnc2ccccn12)c1ccccc1	11	-2	3	-6	-4	-2.5	-3	-3	16
N#Cc1c(-c2ccccc2)nc(N2CCCCCC2)[nH]c1=O	-1	-16	2	-12	2	-1.2	22	-7	-10
CN(Cc1ccccc1)C(=O)c1cccc(NC(=O)c2ccco2)c1	9	6	8	-8	-9	-0.5	8	-4	9
O=C(CSc1nnnn1C1CC2CCC1C2)Nc1ccnc2ccccc12 (configuration not stated)	-3	2	1	-9	14	0.8	-1	-5	2
COc1ccc(Cn2nnnc2C(c2cc3cc(C)cc(C)c3[nH]c2=O)N2CCOCC2)cc1 (configuration not stated)	8	3	11	1	15	-3.7	-8	-7	10
Cc1ccc(NC(=O)CSc2nnc(-c3ccncc3)n2N)cc1C	5	15	-5	-7	10	-0.6	.	.	-3
COc1ccc(C(=O)N2CCC(C(=O)Nc3ccc(OC)c(OC)c3)CC2)cc1	12	-12	7	-6	5	-0.6	2	-2	1
O=C(NCCOc1ccccc1)c1n[nH]c(=O)c2ccccc12	15	6	-1	-4	8	2.2	18	-5	4
c1ccc(-c2nnc(CSc3nnc(-c4ccncc4)n3Cc3ccco3)o2)cc1	16	4	2	-2	-30	1.4	-3	-2	17

Five structures from above, sorted by SMILES length, largest number first.
SMILES	Cathepsin G inh	FXIIa inh mix	FXIa inh mix	Cdc25B block	MKP-1 inh	HTR1A agonist	CatL block	Hsp90 block	C1s inh
CC(OC(=O)c1nn(C)c(=O)c2ccccc12)C(=O)NCc1ccc2c(c1)OCO2 (configuration not stated)	6	0	5	-9	8	1.8	17	-4	15
O=C(CSc1nnnn1C1CC2CCC1C2)Nc1ccnc2ccccc12 (configuration not stated)	-3	2	1	-9	14	0.8	-1	-5	2
N#Cc1c(-c2ccccc2)nc(N2CCCCCC2)[nH]c1=O	-1	-16	2	-12	2	-1.2	22	-7	-10
O=C(O)c1cccc(S(=O)(=O)NCC2CCCO2)c1 (configuration not stated)	11	2	-3	-2	-9	-2.1	3	1	12
O=C(CSc1nnc2ccccn12)c1ccccc1	11	-2	3	-6	-4	-2.5	-3	-3	16

The list goes on.
SMILES	Cathepsin G inh	FXIIa inh mix	FXIa inh mix	Cdc25B block	MKP-1 inh	HTR1A agonist	CatL block	Hsp90 block	C1s inh
COc1ccccc1N1CCN(C(=O)c2cc(-c3ccc(Br)cc3)on2)CC1	-3	-7	7	-8	12	0.6	4	-3	-10
Cc1ccc(CNc2ccc3c(c2)ncn3C)cc1	0	2	11	5	0	-1.6	-8	-6	-4
NCCc1nnc(SCc2ccccc2)o1	10	0	6	5	-7	-4.4	6	1	12
CC(=O)NCCOc1c(C)cc(S(N)(=O)=O)cc1C	-7	4	2	0	6	-0.2	11	1	-6
Cc1cc(-n2c(C)cc(C(=O)CSc3nc4ccccc4c(=O)n3Cc3ccco3)c2C)no1	7	2	-6	-2	1	0.3	7	-7	-19
CCOc1ccccc1NC(=O)CCC(=O)Nc1ccc2nc(N3CCN(C)CC3)cc(C)c2c1	-1	2	9	-2	9	-0.4	-22	0	-12
CCCn1c(N)c(C(=O)CSc2nnc(Cc3ccccc3)o2)c(=O)n(C)c1=O	0	0	7	-2	18	1.7	1	-3	1
O=c1[nH]c(CSc2ncc(-c3ccc(F)cc3)n2Cc2ccco2)nc2ccccc12	12	-5	8	-10	-22	3.1	15	-4	12
CCOc1ccc(N(CC(=O)OC)S(=O)(=O)c2c(C)noc2C)cc1	6	-1	2	-5	6	-0.8	-4	-2	-5
C=CCn1c(SCC(=O)c2ccccc2)nnc1-c1cc2ccccc2o1	7	7	-8	-13	-1	2.1	-2	-3	-25
CCOC(=O)c1c(N)sc2c1CCC1C(=O)N(C3CCCCC3)C(=O)C21 (configuration not stated)	.	.	.	-28	2	3.0	6	-9	.
CCOC(=O)C(CCOc1cccc(CC)c1)C(=O)OCC	-2	4	7	-2	-4	-2.2	20	-1	-10
CCCn1c(=NC(=O)c2ccncc2)c(C(=O)OCC)cc2c(=O)n3cccc(C)c3nc21	-1	10	5	1	-7	-1.1	7	-8	-28
CS(=O)(=O)N(CC(=O)N1CCCCC1)C1CCCCC1	0	-17	0	-7	-4	-1.8	3	1	2
O=C(NCc1cccs1)c1cnn2cccnc12	6	14	-1	-16	5	-1.1	-1	-2	-2
O=C(Nc1nccs1)C1C2/C=C\CCCCC21 (configuration not stated)	-12	3	8	-5	-3	1.6	-6	-6	-18
O=C(NCCc1cccc(F)c1)[C@@H]1CSC2c3ccccc3C(=O)N21 (some centres not stated)	11	-15	6	3	-7	-1.5	-1	-1	17
OCC1(CO)COC2(CCCC2)N1	-1	11	7	-8	-5	-0.7	-7	-5	3
CCc1nc(N)nc2c1C(=O)CC(C)(C)C2	-12	46	-1	-16	-3	1.6	6	10	-52
O=C(c1cc2ccccc2oc1=O)N(Cc1ccc2c(c1)OCO2)Cc1ccco1	-6	7	5	-14	-19	0.5	-3	1	13

Continued (2 carried over from the part before).
SMILES	Cathepsin G inh	FXIIa inh mix	FXIa inh mix	Cdc25B block	MKP-1 inh	HTR1A agonist	CatL block	Hsp90 block	C1s inh
CCc1nc(N)nc2c1C(=O)CC(C)(C)C2	-12	46	-1	-16	-3	1.6	6	10	-52
O=C(c1cc2ccccc2oc1=O)N(Cc1ccc2c(c1)OCO2)Cc1ccco1	-6	7	5	-14	-19	0.5	-3	1	13
CS(=O)(=O)N1CCC(C(=O)NCc2ccco2)CC1	6	2	2	-1	20	-3.2	30	-5	-25
N#Cc1ccc(Oc2ccc(C(N)=O)cc2)cc1C#N	8	0	-3	-3	12	1.2	20	-1	0
CCCCCCOC(=O)C(C#N)c1nc2ccccc2nc1N1CCCCC1 (configuration not stated)	14	-21	11	0	-3	-4.5	-4	-6	13
Cc1cc(C)cc(NC(=O)NCc2nnc(SCc3ccccc3)n2C)c1	12	4	12	3	15	1.0	16	-1	16
O=C(Cn1nc(C(F)(F)F)c2c1CCCC2)NCCN1CCOCC1	4	4	6	24	-13	0.9	0	0	7
c1ccc(-c2noc(CSc3nnc(Cc4cccs4)n3-c3ccccc3)n2)cc1	27	1	2	-3	3	1.8	30	-6	-5
CCCCNC(=O)C1C2C=CC3(CN(Cc4ccc(C)cc4)C(=O)C13)O2 (configuration not stated)	-3	-3	9	-8	0	-1.6	4	.	-5
COc1ccc(OCC(=O)OCC(=O)Nc2ccc(S(=O)(=O)N3CCCCC3)cc2)cc1	10	9	1	5	10	-3.1	12	-2	5
CC(=O)n1nc(-c2ccccc2)nc1NCc1ccc(F)cc1	10	-20	0	-15	-12	-7.4	.	-3	7
COc1ccc(C2/C(=C(/O)c3cnn(-c4ccccc4)c3C)C(=O)C(=O)N2CCN(C)C)cc1OC (configuration not stated)	10	4	5	7	-9	-0.9	12	0	-3
COc1cccc(-c2csc(N3CCN(C(=O)Nc4ccccc4OC)CC3)n2)c1	-1	7	3	-2	11	0.1	19	-4	-2
CCOc1ccc(CC(=O)Nc2ccc(S(=O)(=O)Nc3cc(C)on3)cc2)cc1OCC	7	-1	3	-1	32	-2.2	-6	-4	0
O=C(Nc1ccc(CN2CCCCC2)cc1)c1ccc2c(c1)OCO2	11	1	7	-13	-4	-0.8	-2	-4	14
CNC(=O)CN(C)S(=O)(=O)c1ccc(OC)c(Cl)c1	-3	3	3	-7	20	-2.1	-1	-1	1
CCN(CC)S(=O)(=O)c1ccc(-c2nnco2)cc1	6	-22	11	-6	3	-0.8	.	.	2
CC(=O)N1CCc2c(sc(NC(=O)c3ccc(S(=O)(=O)N(C)C)cc3)c2C#N)C1	13	4	17	-3	-5	-1.7	19	-7	21
N#CC1(c2ccccc2)CCCN1C(=O)c1ccc(Br)o1 (configuration not stated)	-5	-12	10	-5	13	-3.3	16	-3	-12
C=CCn1c(COc2ccccc2)nnc1SCC(=O)NCC(=O)OCC	-15	4	2	-5	5	-3.4	-3	-2	-8
CCCS(=O)(=O)N1CCC(C(=O)NC2CCCC(C)C2C)CC1 (configuration not stated)	1	0	9	15	39	-2.5	-1	-3	4
Cc1cccc(-c2nnc(N)s2)c1	1	3	8	-1	12	-0.6	-8	-2	5
O=S(=O)(NCCSc1ccccc1)c1ccc2c(c1)OCCO2	41	1	4	-15	16	.	-1	.	-8
CCOC(=O)c1ccc(COC(=O)c2cc(=O)[nH]c3ccccc23)o1	7	2	1	-2	-2	-1.1	2	-5	9
CCCCNC(=O)CCn1nc(-c2ccccc2)ccc1=O	9	12	-8	-4	0	-2.5	33	-2	-13
CCCCC(CC)C(=O)NCCc1ccc(S(N)(=O)=O)cc1 (configuration not stated)	11	1	4	-9	-6	1.1	5	-4	16
O=S1(=O)C=C(Sc2nnc(-c3ccccc3)o2)c2ccccc21	3	6	5	-5	1	-4.9	-5	3	-5
CCOC(=O)c1cnc2nc(Cc3ccccc3)[nH]n2c1=O	3	5	1	3	-4	-0.3	-2	0	1
COc1ccc(NC2SC(=O)N(CC(=O)O)C2=O)cc1 (configuration not stated)	8	4	10	4	-5	-2.9	.	-1	1
Cc1cc(C)n(S(=O)(=O)c2ccc3ccccc3c2)n1	8	7	-4	-9	-12	0.4	3	-3	-4
Cc1cc(NC(=O)Nc2ccccc2)n(-c2ccccc2)n1	11	0	9	-13	-4	-1.2	15	-2	1
O=C(NS(=O)(=O)c1ccccc1)c1ccccc1F	10	-16	5	-3	-4	1.1	9	-3	11
COc1ccc(Cn2c(-c3ccco3)nc3oc4ccccc4c(=O)c3c2=O)cc1	7	4	8	-18	8	-2.2	10	-5	-1
C=CCOC(=O)C1=C(C)Nc2nc3ccccc3n2C1c1ccncc1 (configuration not stated)	-8	6	6	-3	31	1.0	16	1	33
Cc1nnc(SCC(=O)NCCc2ccccc2)[nH]c1=O	-4	-2	5	-14	-4	-3.7	0	-2	0
CCn1c(=O)cc(O)c2c(=O)n(C)c(=O)n(C)c21	9	4	5	-8	-23	0.4	9	-6	36
CN(C)S(=O)(=O)c1cccc(C(=O)Nc2cc(Cl)ccc2O)c1	11	12	1	-10	14	-1.9	-5	6	2
O=c1cc(-c2ccccc2)[nH]c2nc3ccccc3n12	5	-17	-3	3	8	-0.2	-29	-4	-7
O=C(CN1C(=O)CCSc2ccccc21)Nc1cccc(F)c1	6	10	1	-26	-2	-3.4	-2	0	-1
COc1ccc(CCNC(=O)CN2CCC(n3nnc4cc(F)ccc43)CC2)cc1OC	12	13	-1	-16	6	-0.6	23	-1	3
CCCc1nnc(SCc2ccc(C(=O)OC)o2)n1N	9	9	14	-2	-6	0.9	4	-3	7
